# Screening data (PubChem)
# GC-A act: GC-A stimulated cGMP production enhancers – HEK293 GC-A cells, cGMP TR-FRET, EC30 ANP, primary screen. Atrial natriuretic peptide receptor 1 (Homo sapiens), P16066. 0% at EC30 ANP, 100% saturating ANP. activation, % at 10 µM. 370,000 compounds, 0.14% hits. AID 1671463, 2021; in the data active = activation above about 40%
# ADAM10 inh: human ADAM10 inhibitors, primary screen, biochemical, QFRET, HTS. Disintegrin and metalloproteinase domain-containing protein 10 (Homo sapiens), O14672. recombinant ADAM10, EDANS/DABCYL FRET peptide cleavage, 3 h. inhibition, % at 7 µM. 370,000 compounds, 0.62% hits. AID 720582, 2013;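 active = inhibition above a per-campaign cutoff equal to the mean of compounds falling between control-based bounds plus 3 SD, cut at about 20% in these data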;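 note: 0% = DMSO wells while the 100% control is not disclosed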
# NPR2 activator: human GC-B receptor activators, primary screen, HEK293 GC-B cells, cGMP TR-FRET, EC30 CNP; 370,000 compounds, 0.11% hits; activation, % at 10 µM; 0% at EC30 CNP, 100% saturating CNP; AID 1920062, 2024; Atrial natriuretic peptide receptor 2 (Homo sapiens), P20594;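 active = activation at 10 µM reaching about 35% in either raw or pattern-adjusted values, limit read from the data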
# Target sequence (P20594 whole entry, looked up): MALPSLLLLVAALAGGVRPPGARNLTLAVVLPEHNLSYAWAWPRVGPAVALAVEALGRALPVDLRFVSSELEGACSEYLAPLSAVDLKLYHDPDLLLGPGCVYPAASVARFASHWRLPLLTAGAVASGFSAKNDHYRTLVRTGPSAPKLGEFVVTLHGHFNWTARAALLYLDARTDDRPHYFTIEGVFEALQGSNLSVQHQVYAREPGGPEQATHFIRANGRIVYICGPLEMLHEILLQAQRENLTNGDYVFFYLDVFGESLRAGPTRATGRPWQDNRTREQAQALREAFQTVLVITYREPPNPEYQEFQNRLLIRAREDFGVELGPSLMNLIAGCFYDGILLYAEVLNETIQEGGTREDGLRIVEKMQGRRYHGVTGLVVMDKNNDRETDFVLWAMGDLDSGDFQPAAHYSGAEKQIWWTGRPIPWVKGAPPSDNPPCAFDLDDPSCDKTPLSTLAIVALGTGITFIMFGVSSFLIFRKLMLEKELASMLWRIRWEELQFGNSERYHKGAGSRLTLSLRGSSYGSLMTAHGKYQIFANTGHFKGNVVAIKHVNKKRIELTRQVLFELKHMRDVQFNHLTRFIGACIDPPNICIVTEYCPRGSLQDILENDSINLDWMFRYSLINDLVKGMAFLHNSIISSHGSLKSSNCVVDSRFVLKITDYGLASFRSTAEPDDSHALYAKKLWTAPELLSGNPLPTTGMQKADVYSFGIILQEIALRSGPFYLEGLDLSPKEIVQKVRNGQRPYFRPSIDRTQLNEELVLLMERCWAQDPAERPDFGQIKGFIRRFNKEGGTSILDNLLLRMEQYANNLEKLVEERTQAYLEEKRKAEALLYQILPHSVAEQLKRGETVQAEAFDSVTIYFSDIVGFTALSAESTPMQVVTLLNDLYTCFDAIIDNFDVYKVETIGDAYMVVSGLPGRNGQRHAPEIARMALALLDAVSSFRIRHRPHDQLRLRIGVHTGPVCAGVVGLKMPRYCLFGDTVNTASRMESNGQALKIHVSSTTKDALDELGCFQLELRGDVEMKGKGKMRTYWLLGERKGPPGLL
# ASAP1 inh: inhibitors of human ASAP1 ArfGAP activity, primary screen, biochemical, fluorescence polarization. 360,000 compounds, 0.19% hits. inhibition, % at 16.5 µM. Arf-GAP with SH3 domain, ANK repeat and PH domain-containing protein 1 (Homo sapiens), …. ASAP1-stimulated ARF1 GTP hydrolysis, GDP FP detection; in the data active = inhibition above about 25%;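 note: 0% = vehicle with enzyme and substrate and 100% = no enzyme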
# HGIII-sPLA2 inh: human group III sPLA2 inhibitors, primary screen, biochemical, QFRET, BODIPY PC-A2 liposome substrate; QFRET BODIPY PC-A2 liposome hydrolysis, fluorescence; inhibition, % at 12.2 µM; 370,000 compounds, 0.56% hits;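 active = inhibition above mean plus 3 SD of compounds lying within the high and low control bounds, cut at about 19% in these data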;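 note: 0% = median of test compound wells and 100% = no enzyme DMSO wells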
# rCAG binder: binders of r(CAG) RNA repeats, primary screen, biochemical, fluorescence; r(CAG) RNA repeat, TO-PRO-1 dye displacement fluorescence; inhibition, % at 3 µM; 370,000 compounds, 1.3% hits;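 active = inhibition above the plate cutoff, the mean of all test compounds on that plate plus 3 SD, cut at about 35% in these data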;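 note: 0% = DMSO alone and 100% = 100 µM mitoxantrone as full dye displacement; higher means more dye released from RNA so lower well fluorescence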
# FXN GAA850 act: FXN promoter activators, primary screen, cell-based, luciferase luminescence, HEK293 lucGAA850 | HEK293 lucGAA850 FXN promoter luciferase reporter, 24 h; percent of 10 µM SAHA response | 360,000 compounds, 0.56% hits | activation, % at 6 µM;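 active = activation above the average of all compounds screened plus 3 SD, cutoff fixed separately per campaign, cut at about 7.5% in these data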;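 note: 0% = DMSO wells and 100% = 10 µM SAHA wells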
# Tn6 DDE FP: inhibitors of Tn6 peptide binding to fibrin DD(E), primary screen, biochemical, fluorescence polarization, human fibrin, Tn6 probe | Fibrinogen beta chain (Homo sapiens), P02675 | Fibrin DD(E) TRITC-Tn6 fluorescence polarization displacement | inhibition, % at 8.3 µM | 370,000 compounds, 0.21% hits | AID 720509, 2013;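 active = inhibition above a per-campaign cutoff: mean of compounds within control limits plus 3 SD, cut at about 15% in these data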;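 note: 0% = median of all compound wells on the plate and 100% = blocking peptide control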
# ARFGAP1 inhibitor: inhibitors of rat ARFGAP1 GAP activity, primary screen, biochemical, fluorescence polarization, GDP tracer; Arfgap1-stimulated ARF1 GTP hydrolysis, GDP FP detection; 360,000 compounds, 0.26% hits; inhibition, % at 16.5 µM; ADP-ribosylation factor GTPase-activating protein 1 (Rattus norvegicus), Q62848; AID 651572, 2012;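 active = inhibition above a per-plate limit, mean inhibition of low control wells plus 3 SD, cut at about 25% in these data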;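 note: 0% = DMSO wells with enzyme and 100% = wells lacking Arfgap1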
#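 Replicates: Single well per compound | Assay system: Truncated rat Arfgap1 GAP domain | Control set: No-Arfgap1 wells (100%) versus DMSO full-reaction wells (0%) | Times: Enzyme reaction 120 min at 25 °C after 20 min preincubation | Reagent: Human ARF1(Δ1-17)-GTP substrate | Measured by: Tracer-displacement fluorescence polarization with EDTA stop, 620/688 nm | Measure: Percent inhibition of Arfgap1-stimulated GTP hydrolysis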
# KLK7 zymogen act: proKLK7 zymogen activators, primary screen, biochemical, fluorescence intensity; Kallikrein-7 (Homo sapiens), P49862; purified proKLK7, EDANS-DABCYL substrate fluorescence; 100% is mature enzyme control, 0% vehicle; activation, % at 7 µM; 370,000 compounds, 0.9% hits; AID 652039, 2013;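 active = activation above the mean of all tested compounds plus 3 SD, computed per campaign excluding outliers beyond control limits, cut at about 13% in these data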
# Numbers without * were called inactive; i = inactive; / = not tested or not shown. Rows were taken by chance; overall some 4.5% were active at least once.
SMILES,GC-A act,ADAM10 inh,NPR2 activator,ASAP1 inh,HGIII-sPLA2 inh,rCAG binder,FXN GAA850 act,Tn6 DDE FP,ARFGAP1 inhibitor,KLK7 zymogen act
CCOc1ccc(S(=O)(=O)NCC(c2ccc3c(c2)OCO3)N2CCN(C)CC2)cc1 (stereo not drawn),-2,2,-5,8,-16,-3,0.6,2,-6,-0.5
O=C(NCc1ccccc1Cl)C1CCN(S(=O)(=O)N2CCOCC2)CC1,0,-13,-3,7,7,-2,1.3,1,2,-0.2
COc1ccc(CCNCC2C(Oc3ccc(Cl)cc3)C(=O)N2c2ccccc2C)cc1OC (stereo not drawn),0,6,3,-5,-9,-4,-2.8,-6,14,0.1
CCOC(=O)Nc1sc(=S)n(C)c1C,2,4,1,2,6,-1,2.1,-5,1,0.9
O=C(CCl)NNC(=O)c1c(O)c2ccccc2[nH]c1=O,-8,-10,-1,2,23*,-1,-1.2,5,7,-0.2
COc1cc(CN2CCC(C(=O)NC(c3ccccc3)c3ccsc3)CC2)cc(OC)c1 (stereo not drawn),-7,2,3,5,-14,-1,1.2,-7,-5,0.0
COC(c1ccccc1)c1nnc(CCC(=O)NCCCc2ccccc2)o1 (stereo not drawn),2,-3,-3,-23,-3,-5,0.5,-4,-4,0.5
COc1ccc(NC(=O)C(NC(=O)Cc2cccs2)c2ccc(C)cc2)cc1 (stereo not drawn),-2,2,-1,13,2,0,-2.9,-2,-7,0.2
O=C(CCn1nnc(-c2cccs2)n1)N1CCc2ccccc2C1,0,1,-2,9,-6,-3,-0.4,-7,-2,0.6
O=S(=O)(NCC(c1cccnc1)N1CCN(c2ccccc2F)CC1)c1cccs1 (stereo not drawn),3,-8,5,-6,-2,2,-1.4,9,-8,0.0

# A second format for 5 compounds above:
Compound	GC-A act	ADAM10 inh	NPR2 activator	ASAP1 inh	HGIII-sPLA2 inh	rCAG binder	FXN GAA850 act	Tn6 DDE FP	ARFGAP1 inhibitor	KLK7 zymogen act
CCOC(=O)Nc1sc(=S)n(C)c1C	2	4	1	2	6	-1	2.1	-5	1	0.9
O=C(CCl)NNC(=O)c1c(O)c2ccccc2[nH]c1=O	-8	-10	-1	2	23*	-1	-1.2	5	7	-0.2
COc1cc(CN2CCC(C(=O)NC(c3ccccc3)c3ccsc3)CC2)cc(OC)c1 (stereo not drawn)	-7	2	3	5	-14	-1	1.2	-7	-5	0.0
COC(c1ccccc1)c1nnc(CCC(=O)NCCCc2ccccc2)o1 (stereo not drawn)	2	-3	-3	-23	-3	-5	0.5	-4	-4	0.5
COc1ccc(NC(=O)C(NC(=O)Cc2cccs2)c2ccc(C)cc2)cc1 (stereo not drawn)	-2	2	-1	13	2	0	-2.9	-2	-7	0.2

# (list continues)
SMILES,GC-A act,ADAM10 inh,NPR2 activator,ASAP1 inh,HGIII-sPLA2 inh,rCAG binder,FXN GAA850 act,Tn6 DDE FP,ARFGAP1 inhibitor,KLK7 zymogen act
COCC(C)NCc1cccc(C)c1 (stereo not drawn),2,-2,-9,-6,5,2,0.8,-4,7,0.4
CCOc1ccccc1CNC(=O)C1CCN(c2nc3ccccc3o2)CC1,-5,0,2,-6,-5,-3,-1.9,3,-2,-0.4
O=C(NCc1ccccc1Cl)C1CCCN1S(=O)(=O)c1ccccc1F (stereo not drawn),0,13,-1,-9,1,1,0.9,-1,-3,0.6
COc1ccc(CCNC(=S)Nc2ccccc2)cc1,1,-10,3,-8,9,-3,-0.6,-2,4,-0.6
CCCCCCCCN1C(=O)[C@H](CC(=O)NCc2cccc3ccccc23)C[C@@]2(C(=O)OC)CC(C)(C)CC=C12,-1,5,5,8,-1,4,/,0,12,0.5
COc1cccc(/C=N/NC(=O)CN2C(=O)NC3NC(=O)NC32)c1 (stereo not drawn),2,-8,2,3,1,-1,2.1,4,4,0.2
CN(C)S(=O)(=O)N1CCC(Cc2ccccc2)CC1,-1,-5,4,-4,-3,-8,1.1,2,6,-0.2
CCOc1ccccc1C(=O)NCC(=O)NCCSc1ccc(Br)cc1,-9,-7,-11,-2,-5,-6,1.4,2,-4,0.8
COc1ccccc1N(CC(=O)NC(C)(C)C)C(=O)CCC(=O)Nc1nccs1,-2,0,-1,-4,-3,2,-0.2,4,11,-0.1
O=C(N/N=C/c1ccc(OC(F)F)cc1)c1cccc(S(=O)(=O)N2CCOCC2)c1,0,2,6,3,-3,2,0.1,2,8,0.4
COc1ccc(OCC(=O)Nc2cc(S(=O)(=O)N3CCCC3)ccc2Cl)cc1,-3,-2,0,12,2,-2,0.7,-1,-6,-0.1
O=C(NC(=S)Nc1ncccn1)c1ccccc1Br,1,-23,1,-6,20*,-2,1.3,-2,-5,-0.6
O=C(COC(=O)c1cc(S(=O)(=O)N2CCOCC2)ccc1O)NCc1ccc2c(c1)OCO2,-4,-14,-1,-10,-4,7,-2.3,1,6,0.4
Cc1c(O)ccc(C(=O)CN2CCN(Cc3ccc4c(c3)OCO4)CC2)c1O,2,-89,1,0,16,6,0.0,-3,12,-0.6
O=C(COc1cccc(-n2cnnn2)c1)Nc1ccccc1,-4,-7,-4,-8,16,-4,0.4,-2,4,-0.6
CCOC(=O)c1ccc(CC2S/C(=C(\C#N)C(C)=O)NC2=O)cc1 (stereo not drawn),-1,9,3,6,-13,16,0.8,-4,-5,-1.4
O=c1/c(=C/c2ccco2)sc2n1CN(c1cccc(Br)c1)CN=2,-3,-1,-4,4,-1,2,1.0,0,-3,1.1
CNC(=S)N1N=C(c2cccs2)CC1c1ccc(F)cc1 (stereo not drawn),-9,-20,8,4,5,-3,1.3,4,-3,0.3
CC(=O)Nc1sc(C)c(C)c1C(=O)OCC(=O)NC(C)c1ccccc1 (stereo not drawn),5,-23,-3,8,6,-3,-0.6,-7,7,-0.7
CSc1nnc(CCNC(=O)OC(C)(C)C)o1,-2,-10,1,7,-9,-2,0.3,1,9,0.1
O=C(Nc1ccc2c(c1)OCO2)C1CCN(S(=O)(=O)c2ccc3c(c2)OCCO3)CC1,-1,3,-4,-2,-7,3,-0.6,0,-5,0.5
CCOC(=O)c1cc2c(=O)n3ccccc3nc2n(Cc2ccco2)c1=NC(=O)c1cccnc1,-3,i,0,5,6,12,4.9,-5,5,-0.7
Cc1ccc2c(c1)N(CC(=O)NCCCN1CCCCC1C)C(=O)c1cccnc1O2 (stereo not drawn),-3,4,-10,3,5,-1,-1.1,2,8,0.6
COc1ccc(OC)c(N=Nc2c(O)c3ccccc3[nH]c2=O)c1,-2,0,-4,-12,-5,3,-2.1,-7,17,0.0
O=S(=O)(NC1c2cccc3cccc(c23)C1N1CCNCC1)c1ccccc1 (stereo not drawn),-23,-1,-9,1,-5,4,-0.4,-7,-2,0.7
O=C(NC(=S)NNC(=O)c1cc2ccccc2cc1O)c1ccco1,-2,17,-3,1,21*,67*,-0.8,-4,0,0.6
Cc1ccsc1C(=O)OCC(=O)N1C(C)CCCC1C (stereo not drawn),3,-3,3,0,3,-1,1.5,5,10,-0.1
O=C(CC1SC(N2CCOCC2)=NC1=O)Nc1ccccc1Cl (stereo not drawn),1,-8,-9,4,10,-2,-1.5,6,-1,0.1
CCN(CC)CCN(C(=O)c1ccc(N2C(=O)CCC2=O)cc1)c1nc2cc3c(cc2s1)OCO3,-7,-4,-4,10,16,1,/,0,3,-0.8
CC(=O)c1c(C)[nH]c(C(=O)CN2C(=O)NC(C)(c3ccc4c(c3)OCO4)C2=O)c1C (stereo not drawn),0,-5,-3,10,-1,-3,-1.4,-10,8,0.5

# Filtered by structure: the entries above containing an aryl thioether with sulfur outside any ring (2)
SMILES,GC-A act,ADAM10 inh,NPR2 activator,ASAP1 inh,HGIII-sPLA2 inh,rCAG binder,FXN GAA850 act,Tn6 DDE FP,ARFGAP1 inhibitor,KLK7 zymogen act
CCOc1ccccc1C(=O)NCC(=O)NCCSc1ccc(Br)cc1,-9,-7,-11,-2,-5,-6,1.4,2,-4,0.8
CSc1nnc(CCNC(=O)OC(C)(C)C)o1,-2,-10,1,7,-9,-2,0.3,1,9,0.1

# Next entries:
SMILES,GC-A act,ADAM10 inh,NPR2 activator,ASAP1 inh,HGIII-sPLA2 inh,rCAG binder,FXN GAA850 act,Tn6 DDE FP,ARFGAP1 inhibitor,KLK7 zymogen act
O=C(c1cc(-c2ccc(F)cc2)on1)N1CCCc2ccccc21,-4,6,9,-4,-5,-6,4.2,4,-12,-0.2
O=C(CCCc1nc(-c2ccccc2Cl)no1)NCc1cccnc1,0,-9,1,-4,0,-3,-0.3,-5,-12,-0.8
Cc1ccc2nc(SC(C)C(=O)NC3CCCc4ccccc43)[nH]c2c1 (stereo not drawn),-4,0,-6,4,-15,-2,0.6,-5,1,0.5
O=C(COc1ccc(-c2ccccc2)cc1)NNC(=O)NC1CCCCC1,10,2,-4,-9,-50,-1,0.8,0,-3,-0.1
Cc1cc(C)c(C)c(OCCCN(C)C)c1,1,2,-2,2,-12,3,-0.1,3,4,-0.6
Cc1cc(N2CCOCC2)nc2ccc(NC(=O)CCC(=O)N3CCN(c4ccccc4F)CC3)cc12,0,-390,2,-7,-6,-3,-0.4,4,7,-1.1
CN(C)C(CNC(=O)c1ccc(Br)cc1)c1ccco1 (stereo not drawn),6,-5,3,5,1,-1,0.8,1,-12,0.1
O=c1c2[nH]c3ccc(F)cc3c2nc2n1CCCS2,-1,-39,-1,-8,5,1,-1.0,-5,4,0.3
COc1ccc(CNC(=O)CN2C(=O)COc3ccc(S(=O)(=O)N4CCCCC4)cc32)cc1,-2,-3,-1,5,-5,-1,2.1,3,-4,0.0
COCC(C)N1CCC(n2nccc2NC(=O)c2ccccc2Cl)CC1 (stereo not drawn),2,-8,3,4,6,-4,-0.6,-2,-2,0.1
